Source: PubChem
TbREL1 primary: TbREL1 RNA ligase inhibitors, primary screen, biochemical, FRET fluorescence. RNA-editing ligase 1, mitochondrial (Trypanosoma brucei brucei), P86926. hit rate 0.49% among 89,000. inhibition, % at 9.66 µM. TbREL1 RNA ligation;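 active = inhibition above the mean inhibition across all screened compounds plus 3 SD, cut at about 11% in these data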;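 note: 0% = plate median of test wells and 100% = NSC42067 control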
Target sequence (P86926 whole entry, looked up): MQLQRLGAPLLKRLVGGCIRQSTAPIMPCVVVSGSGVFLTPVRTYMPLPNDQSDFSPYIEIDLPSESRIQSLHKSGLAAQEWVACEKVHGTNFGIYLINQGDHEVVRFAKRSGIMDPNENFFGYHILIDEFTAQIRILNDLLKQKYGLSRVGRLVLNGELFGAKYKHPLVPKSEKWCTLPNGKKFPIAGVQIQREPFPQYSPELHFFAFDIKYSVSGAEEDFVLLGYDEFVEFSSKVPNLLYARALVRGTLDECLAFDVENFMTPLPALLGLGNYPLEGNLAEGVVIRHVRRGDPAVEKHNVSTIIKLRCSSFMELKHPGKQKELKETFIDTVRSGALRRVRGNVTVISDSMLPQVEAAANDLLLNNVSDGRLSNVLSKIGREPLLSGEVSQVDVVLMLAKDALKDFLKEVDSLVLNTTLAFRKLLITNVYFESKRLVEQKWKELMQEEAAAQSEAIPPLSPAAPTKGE
* hit, by the source's call.

SMILES	TbREL1 primary
CC(=O)NC(c1ccco1)c1cc(Cl)c2ccccc2c1O (configuration not stated)	4
Nc1cccc(NC(=O)c2cccs2)c1	1
COc1cccc(N2C(=NC(=O)c3ccccc3)SC3CS(=O)(=O)CC32)c1 (configuration not stated)	1
COc1ccccc1C1C=C(c2ccc(Cl)cc2)Nc2nc(N3C(=O)CCC3=O)nn21 (configuration not stated)	-1
COC(=O)[C@@]12CCCCN1[C@H](c1ccc(-c3ccc(C(C)=O)cc3)cc1)[C@H]1C(=O)N(C)C(=O)[C@H]12	2
COc1ccccc1OC(=O)c1ccc2nsnc2c1	5
Cc1nnc(NCCc2ccccc2)n(N)c1=O	6
Cn1c(CN2CCCCC2)nc2cc(NC(=O)c3ccc(Cl)cc3)ccc21	1
CCOC(=O)c1c(C)[nH]c(C)c1C(=O)CSc1nc(N)cc(N)n1	-4
Nc1cc(=O)[nH]c(SCC(=O)NC2CCCc3ccccc32)n1 (configuration not stated)	0
CSc1ccc(S(=O)(=O)NC2CCCCCC2)cc1	-2
Cc1ccc(S(=O)(=O)N2CCOC2CNC(=O)C(=O)NCc2ccccc2)cc1 (configuration not stated)	-6
CC[C@H]1O[C@H](C)CC2=C1C(=O)OC(C)(C)O2	2
CCOC(=O)/C=C/[C@H]1CCc2cccc(Cl)c2O1	2
Cc1nnc(SCc2nc3ccccc3s2)n1N	10
CCN1C(=O)C(C)S/C1=N\S(=O)(=O)c1ccc(F)cc1 (configuration not stated)	-1
O=c1[nH]c2ccccc2cc1-c1noc(-c2cccnc2)n1	1
CC1(C)N([O-])C(c2ccccc2)=C[N+](=O)C1(C)C	6
CCCCCC(=O)NC1CCCCN(Cc2ccc(C)cc2)C1=O (configuration not stated)	-5
CCN1CCN(c2nc(Nc3ccc(C)c(C)c3)nc(N)c2[N+](=O)[O-])CC1	0
CN1CCN(C(=O)C2CCC(=O)N(Cc3cccc(C(F)(F)F)c3)C2)CC1 (configuration not stated)	2
COc1cc2c(cc1OC)C1(NCC2)C(=O)Nc2ccccc21 (configuration not stated)	-2
CCOC(=O)/C(C#N)=C\c1ccc2c(c1)OCO2	1
Cc1ccc(S(=O)(=O)NCc2nc3ccccc3[nH]2)cc1	3
COC(=O)c1ccc2nc(-c3ccc(OC)c(OC)c3)c(Cc3ccc(OC)cc3C)n2c1	3
O=C(O)C1CCCCC1C(=O)Nc1cccc(Cl)c1Cl (configuration not stated)	1
O=C(Oc1ccc(C(=S)N2CCOCC2)cc1)c1ccccc1	-4
CCC(=O)NCCCc1nc2ccccc2n1Cc1ccccc1F	-3
Cc1csc(NC(=O)CSc2nnc(CCNC(=O)c3ccc(Cl)c(Cl)c3)n2C)n1	3
Cc1ccc(-n2nc(C)c3c(C)c(CCC(=O)NCc4ccco4)c(C)nc32)cc1	-3
COc1ccc(C2C(C(=O)Nc3ccc(Cl)c(Cl)c3)CCC(=O)N2c2ccc(OC)cc2)cc1 (configuration not stated)	-2
O=C1CSC(c2cn(-c3ccccc3)nc2-c2cc3ccccc3o2)N1Cc1ccccc1 (configuration not stated)	2
CCOc1ccc(C2CC(c3ccc(OC)cc3)n3ncnc3N2)cc1 (configuration not stated)	-1
CCCC(=O)Nc1ccc(NC(=O)c2ccco2)cn1	0
CC1(C)CC(=O)C=C(c2cccc(Cl)c2O)C1	-2
CC(=O)NC12CC3CC(C1)CC(C(=O)Nc1nc4ccc(F)cc4s1)(C3)C2	8
CCOc1ccc(CCNC(=O)CCNC(=O)c2ccccc2Cl)cc1OCC	-2
CCN1C(=O)C(NC(C)=O)c2cc(OC)ccc21 (configuration not stated)	-4
O=C1c2cccc3cccc(c23)C(=O)N1CCN1CCN(CC(O)COc2ccccc2)CC1 (configuration not stated)	-1
CCCC1CCC2(CCCN2CCOC(=O)Nc2ccc(Br)cc2)CC1 (configuration not stated)	8
CN(C)S(=O)(=O)c1ccc(C(=O)Nc2cc(S(=O)(=O)Nc3ccccc3Cl)ccc2N2CCCCC2)cc1	0
CCN1CCN(c2cc(C)c3cc(NC(=O)CCC(=O)N4CCN(c5ccccc5)CC4)ccc3n2)CC1	-3
COc1ccc(-n2cc(COC(=O)NCCc3ccccc3)nn2)cc1	-1
CCn1c(=O)n(CCOC)c(=O)c2c3c(sc21)CCCC3	4
COc1cccc(-c2sc3ccccc3c2-c2ccc(OCCN(C)C)cc2)c1	5
Cc1ccccc1C(=O)N1CCC(C(=O)Nc2ccccc2Cl)CC1	-2
Cc1ccc2c(c1)N(CCCC(=O)NCc1cccs1)C(=O)CO2	-1
CCOc1ccc(CCNC(=O)CCNS(=O)(=O)c2ccc(Br)cc2)cc1OCC	-2
CN(CC(=O)Nc1ccccc1Cl)C(=O)c1ccccc1Sc1ccccc1C#N	-1
Clc1ccc(CN2CCN(c3ncccn3)CC2)cc1Cl	9
COC(=O)N[C@@H]1C[C@H]2[C@@H]3CC[C@H]4C[C@@H](OC)CC[C@]4(C)[C@H]3CC[C@@]12C	0
Nc1cc(=O)[nH]c(SCC(=O)N2CCc3ccccc3C2)n1	0
COc1ccc(C2C(C(C)=O)=C(O)C(=O)N2c2nccs2)cc1 (configuration not stated)	0
Cc1ccc(-c2csc3ncnc(-n4nc(C)cc4N)c23)cc1	4
CC(C)(C)C(=O)CC1(O)C(=O)N(Cc2ccc(Cl)cc2)c2ccccc21 (configuration not stated)	-2
COc1cccc(-c2nc(-c3ccccc3)[nH]c(=O)c2C#N)c1	3
OCC1(CCOc2ccccc2)CCN(CC2=Cc3cc(Cl)ccc3OC2)CC1	-2
c1ccc(N2CCN(c3nc4cc5c(cc4s3)OCCO5)CC2)cc1	3
CCOC(=O)C1(C)CCCN(C(=O)c2ccc(C)c(F)c2)C1 (configuration not stated)	2
CSc1ccc(CN(C)C(=O)CNC(=O)CNS(=O)(=O)c2ccc(C)c(C)c2)cc1	-5

26 neighbouring compounds already listed, quoted:
SMILES	TbREL1 primary
CC1(C)CC(=O)C=C(c2cccc(Cl)c2O)C1	-2
CC(=O)NC12CC3CC(C1)CC(C(=O)Nc1nc4ccc(F)cc4s1)(C3)C2	8
CCOc1ccc(CCNC(=O)CCNC(=O)c2ccccc2Cl)cc1OCC	-2
CCN1C(=O)C(NC(C)=O)c2cc(OC)ccc21 (configuration not stated)	-4
O=C1c2cccc3cccc(c23)C(=O)N1CCN1CCN(CC(O)COc2ccccc2)CC1 (configuration not stated)	-1
CCCC1CCC2(CCCN2CCOC(=O)Nc2ccc(Br)cc2)CC1 (configuration not stated)	8
CN(C)S(=O)(=O)c1ccc(C(=O)Nc2cc(S(=O)(=O)Nc3ccccc3Cl)ccc2N2CCCCC2)cc1	0
CCN1CCN(c2cc(C)c3cc(NC(=O)CCC(=O)N4CCN(c5ccccc5)CC4)ccc3n2)CC1	-3
COc1ccc(-n2cc(COC(=O)NCCc3ccccc3)nn2)cc1	-1
CCn1c(=O)n(CCOC)c(=O)c2c3c(sc21)CCCC3	4
COc1cccc(-c2sc3ccccc3c2-c2ccc(OCCN(C)C)cc2)c1	5
Cc1ccccc1C(=O)N1CCC(C(=O)Nc2ccccc2Cl)CC1	-2
Cc1ccc2c(c1)N(CCCC(=O)NCc1cccs1)C(=O)CO2	-1
CCOc1ccc(CCNC(=O)CCNS(=O)(=O)c2ccc(Br)cc2)cc1OCC	-2
CN(CC(=O)Nc1ccccc1Cl)C(=O)c1ccccc1Sc1ccccc1C#N	-1
Clc1ccc(CN2CCN(c3ncccn3)CC2)cc1Cl	9
COC(=O)N[C@@H]1C[C@H]2[C@@H]3CC[C@H]4C[C@@H](OC)CC[C@]4(C)[C@H]3CC[C@@]12C	0
Nc1cc(=O)[nH]c(SCC(=O)N2CCc3ccccc3C2)n1	0
COc1ccc(C2C(C(C)=O)=C(O)C(=O)N2c2nccs2)cc1 (configuration not stated)	0
Cc1ccc(-c2csc3ncnc(-n4nc(C)cc4N)c23)cc1	4
CC(C)(C)C(=O)CC1(O)C(=O)N(Cc2ccc(Cl)cc2)c2ccccc21 (configuration not stated)	-2
COc1cccc(-c2nc(-c3ccccc3)[nH]c(=O)c2C#N)c1	3
OCC1(CCOc2ccccc2)CCN(CC2=Cc3cc(Cl)ccc3OC2)CC1	-2
c1ccc(N2CCN(c3nc4cc5c(cc4s3)OCCO5)CC2)cc1	3
CCOC(=O)C1(C)CCCN(C(=O)c2ccc(C)c(F)c2)C1 (configuration not stated)	2
CSc1ccc(CN(C)C(=O)CNC(=O)CNS(=O)(=O)c2ccc(C)c(C)c2)cc1	-5

Other entries.
SMILES	TbREL1 primary
CCc1ccccc1NC(=O)C1CCC(=O)N(c2ccc(OC)cc2)C1c1ccc(OC)cc1 (configuration not stated)	-1
CCOc1ccc(N2CC(C(=O)Nc3ccc(OC)c(S(=O)(=O)N4CCCCC4)c3)CC2=O)cc1 (configuration not stated)	2
CCn1c(=O)n(CC(=O)N2CCCC2)c(=O)c2ccccc21	1
Fc1ccc2cnc(C3=CCCCC3)cc2c1	-1
CCc1[nH]nc2c1C(c1ccc(Br)s1)C(C#N)=C(N)O2 (configuration not stated)	-3
CCC(C)Nc1nc2c(C)cccn2c(=O)c1C=Nc1ccc(OC)cc1 (configuration not stated)	-3
O=C(Cn1cc(Cl)c([N+](=O)[O-])n1)NCCC1=CCCCC1	0
Cc1cc(C)c(NC(=O)CNC(=O)CNC(=O)C2CCCCC2)c(C)c1	3
Cc1noc2ncnc(SCc3ccc(C(F)(F)F)cc3)c12	4
COc1ccc(N2CC(C(=O)Nc3ccc4c(c3)OCCO4)CC2=O)cc1 (configuration not stated)	-2
COc1ccc(-c2noc(CN3C(=O)c4ccccc4C3=O)n2)cc1	0
O=C(COC(=O)c1ccc(F)cc1)Nc1nc2ccc([N+](=O)[O-])cc2s1	1
Cc1cc(NC(=O)CCN2C(=O)/C(=C/c3ccccc3F)SC2=S)no1	0
CCCN(CC(=O)Nc1ccccc1C)C(=O)C1CCCN(C(=O)c2ccc(Cl)cc2)C1 (configuration not stated)	-1
C=CCn1c(SCC(=O)Nc2ccc(O)cc2)nc2sc(CC)cc2c1=O	0
COc1cc(-c2nc3c(c(C)nn3-c3ccccc3)c3cc(OC)c(OC)cc23)ccc1O	-1
COc1ccc(C2C(C(=O)N3CCCCC3C)CC(=O)N2c2ccc(OC)cc2)cc1 (configuration not stated)	5
COc1ccc(NC(=O)C(C)SCc2ccccc2)cc1OC (configuration not stated)	-1
CCOc1ccccc1C(=O)NCC(=O)OCC(=O)c1c(N)n(C)c(=O)n(C)c1=O	6
COc1ccc(-n2c(=S)[nH]c3cc(C(=O)NCc4ccccc4OC)ccc3c2=O)c(OC)c1	-4
Cc1cccn2c(=O)c3cc(S(=O)(=O)c4ccccc4)c(=N)n(Cc4cccnc4)c3nc12	-3
COc1ccc2ccccc2c1C(O)c1nccn1C (configuration not stated)	-4
Oc1ccccc1-c1nc(N2CCN(Cc3ccccc3)CC2)c2ccccc2n1	4
CC(C)(C)S(=O)N1C[C@@H]2CC(=O)C=C2[C@H]1CCO (some centres not stated)	2
COc1ccccc1C(O)Cc1nc2ccccc2n1C (configuration not stated)	-2
O=[N+]([O-])c1ccc(N2CCN(c3ccc(O)cc3)CC2)cn1	-2
O=C(Nc1ccc2c(c1)OCO2)c1cc(-c2ccccc2Cl)on1	-2
C=CCn1c(COc2ccccc2)nnc1SCC(=O)c1ccc(OC)cc1	-2
CC1(C)CC(=O)C2=C(C1)NC(SCC(N)=O)=C(C#N)C21CCCCC1	2
C=CCNC(=O)c1ccccc1NC(=O)Cc1ccccc1[N+](=O)[O-]	2
CCOC(=O)c1ccc(N2CCOCC2)c(NS(=O)(=O)c2ccc(F)cc2)c1	-7
NC(=O)c1ccc(NC(=O)Cc2cccs2)cc1	-2
Cc1ccc2c(c1)[C@H]1[C@H](CO2)[C@H](c2ccccc2)[C@]2(C)C(=O)N(Cc3ccccc3)CC(=O)N12	0
Cc1cc(/C=C(/C#N)C(=O)Nc2ccc(Cl)cc2)c(C)n1-c1cccnc1	1
COc1ccc(C(=O)COC(=O)CCn2c(C)csc2=O)c(OC)c1	-3
O=C(OCC(=O)N1CCc2ccccc21)c1ccc([N+](=O)[O-])cc1	0
CCc1ccc(N(C(C)=O)C2C=CS(=O)(=O)C2)cc1 (configuration not stated)	2
COc1ccc(CCN2CC(C(=O)NCCN3CCOC3=O)CCC2=O)cc1 (configuration not stated)	-1
O=C(Nc1cnc2sccn2c1=O)c1ccc(Cl)cc1Cl	3
Cn1c(SCC(=O)NC2CCCCC2)nnc1-c1cc2ccccc2o1	-4
COc1ccc2[nH]c3c(c2c1)CCN1C(=O)C(CC(=O)NC/C=C(\C)CCC=C(C)C)C[C@H](C(=O)N(C(C)C)C(C)C)[C@@]31C (some centres not stated)	3
O=C(N/C(=C\c1ccco1)C(=O)N1CCCC1)c1ccccc1	0
C[C@@H]1CN([C@@H](C)CO)S(=O)(=O)c2ccc(Br)cc2O[C@H]1CN(C)Cc1ccccc1F	2
CCCCOc1cccc(NC(=O)CSc2nncn2C)c1	-2
O=C(c1cc(-c2ccc(Br)cc2)on1)N1CCCCCC1	1
COC(=O)[C@]12C[C@H](CC(=O)NCCc3ccccc3OC)C(=O)N(Cc3ccccc3)C1=C[C@H](COCc1ccccc1)O[C@@H]2C	-2
O=C(NCc1ccc2c(c1)OCO2)C1CCCN(C(=O)c2ccc(Cl)cc2)C1 (configuration not stated)	-2
Cc1ccccc1NC(=O)Cn1nnc(-c2ccc(N3CCOCC3)cc2)n1	-1
COc1ccc(NC(=O)c2cc(-c3ccccc3Cl)on2)cc1	2
COc1cc(-c2nnc(NC(=O)C3=COCCO3)o2)cc(OC)c1OC	1
CSc1nnc([C@H](C)NC(=O)OC(C)(C)C)o1	5
O=C(CSc1nc2ccccc2o1)Nc1nncs1	-1
[N-]=[N+]=N[C@@H](CCN1CC[C@H](NC(=O)OCc2ccccc2)CCC1=O)c1ccccc1	-4
O=C(c1cc(-c2ccc(F)cc2)nc2ccccc12)N1CCN(C2CCS(=O)(=O)C2)CC1 (configuration not stated)	3
CCCCc1nc2ccccc2c(N)c1CCC (tested in a mixture with another compound)	7
CC1CC(C)(C)CC2(C1)NC(=O)N(CC(=O)N1CCN(S(=O)(=O)c3cccc(Cl)c3Cl)CC1)C2=O (configuration not stated)	-6
Cc1cccc(C)c1-n1nnnc1C(CCc1ccccc1)N1CCN(C/C=C/c2ccccc2)CC1 (configuration not stated)	0
O=C(N/C(=N\O)c1ccccc1)Nc1ccc(Cl)cc1	1

These rows are one share of the data; rates above refer to the full screens.
